SENP8 block-1 – SENP8 protease inhibitors, primary screen, biochemical, luminescence; Sentrin-specific protease 8 (Homo sapiens), Q96LD8; purified SENP8, Z-RLRGG-aminoluciferin cleavage; inhibition, % at 10 µM; 330,000 compounds, 1.2% hits; AID 2540, 2010; in the data active = inhibition above about 50%
Target sequence (Q96LD8 whole entry, looked up): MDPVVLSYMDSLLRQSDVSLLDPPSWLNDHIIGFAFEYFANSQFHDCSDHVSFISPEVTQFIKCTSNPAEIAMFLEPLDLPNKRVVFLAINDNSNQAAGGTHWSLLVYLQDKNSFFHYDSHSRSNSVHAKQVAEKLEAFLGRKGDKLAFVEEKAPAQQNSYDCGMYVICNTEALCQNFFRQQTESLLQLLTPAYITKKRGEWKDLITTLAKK
SENP1 inh – human SENP1 catalytic domain inhibitors, primary screen, biochemical, FRET, uHTS; AID 624204, 2012; Sentrin-specific protease 1 (Homo sapiens), Q9P0U3; recombinant SENP1 catalytic domain, CyPet-SUMO1-YPet FRET cleavage; 360,000 compounds, 0.21% hits; inhibition, % at 10 µM;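 active = inhibition at least 30% at 10 µM, raw YFP signal under a set limit, fluorescence ratio 0.5 to 1.5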;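 note: 0% = enzyme with DMSO and 100% = no enzyme wells; some results filed as inactive read as strong as hits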
Target sequence (Q9P0U3 419-644 limits assumed): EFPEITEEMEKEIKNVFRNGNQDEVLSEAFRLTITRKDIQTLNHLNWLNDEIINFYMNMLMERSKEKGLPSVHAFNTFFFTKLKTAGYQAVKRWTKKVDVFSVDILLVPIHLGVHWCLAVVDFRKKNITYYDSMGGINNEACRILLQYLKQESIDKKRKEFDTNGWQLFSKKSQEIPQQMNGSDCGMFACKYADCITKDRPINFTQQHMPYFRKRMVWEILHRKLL
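Test system: recombinant human SENP1 catalytic domain, His6-tagged / Medium: pH 8 Tris buffer with EDTA, NaCl, BME, BSA, NP40, catalase / Also added: SUMO1 FRET substrate flanked by Cypet and Ypet, 25 nM / Times: 50 min reaction at room temperature / Signal: FRET, CFP and YFP emission / Control set: no-enzyme low control and enzyme-plus-DMSO high control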
SENP6 inh – SENP6 protease inhibitors, primary screen, biochemical, luminescence, uHTS; Recombinant SENP6 catalytic domain, aminoluciferin luminescence; 330,000 compounds, 1.8% hits; AID 2599, 2010; inhibition, % at 10 µM;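 active = inhibition above about 50% at the single tested dose, limit read from the data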;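 note: plate controls were DMSO wells with enzyme for no effect and DMSO wells lacking enzyme for full effect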
Target sequence (Q9GZR1 628-1112 limits assumed): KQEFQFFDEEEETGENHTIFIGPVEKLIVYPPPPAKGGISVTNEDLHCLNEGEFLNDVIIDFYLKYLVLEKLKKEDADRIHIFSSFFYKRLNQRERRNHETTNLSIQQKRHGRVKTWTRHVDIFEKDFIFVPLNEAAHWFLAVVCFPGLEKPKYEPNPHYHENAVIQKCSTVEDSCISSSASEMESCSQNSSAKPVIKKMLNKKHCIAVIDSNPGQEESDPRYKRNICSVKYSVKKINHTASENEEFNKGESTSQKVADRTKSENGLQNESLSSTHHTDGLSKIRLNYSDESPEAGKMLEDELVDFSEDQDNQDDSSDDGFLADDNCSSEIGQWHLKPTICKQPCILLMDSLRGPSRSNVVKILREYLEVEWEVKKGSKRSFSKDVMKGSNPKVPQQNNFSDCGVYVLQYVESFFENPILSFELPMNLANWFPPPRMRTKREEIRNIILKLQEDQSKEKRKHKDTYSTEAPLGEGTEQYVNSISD
SENP7 block – SENP7 protease inhibitors, primary screen, biochemical, luminescence, uHTS; Sentrin-specific protease 7 (Homo sapiens), Q9BQF6; recombinant SENP7, Z-RLRGG-aminoluciferin luminescence, 40 min; inhibition, % at 5 µM; 330,000 compounds, 1.5% hits; AID 434973, 2010;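 active = inhibition above about 50% at the single test dose, limit read from the data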;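 note: plate controls were DMSO with enzyme for no effect and no enzyme buffer wells for full effect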
PfG6PD inh – PfG6PD enzyme inhibitors, primary screen, biochemical, fluorescence intensity, uHTS; glucose-6-phosphate dehydrogenase-6-phosphogluconolactonase (Plasmodium falciparum 3D7); PfGluPho enzyme, NADPH resazurin-diaphorase fluorescence; inhibition, % at 20 µM; 350,000 compounds, 0.78% hits; AID 504690, 2011;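 active = inhibition reaching at least a set limit at 20 µM in the primary screen, cut at about 59% in these data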;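 note: 0% = DMSO wells with substrate and 100% = DMSO wells lacking glucose-6-phosphate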
SENP8 block-2 – human SENP8 protease inhibitors, primary screen, biochemical, fluorescence, Nedd8 protein substrate, uHTS; recombinant SENP8; Sentrin-specific protease 8 (Homo sapiens), Q96LD8; 360,000 compounds, 0.64% hits; inhibition, % at 20 µM; AID 602440, 2012; in the data active = inhibition mostly above about 40%, no sharp cut-off; inactive = mostly below about 27%
beta cell repl – inducers of MIN6 beta-cell proliferation, primary screen, ATP luminescence, uHTS | proliferation, % at 10 µM | 330,000 compounds, 0.29% hits | MIN6 cells proliferation, ATPlite luminescence, 48 h; cells starved in 0.2% serum; 100% = growth in 10% serum;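 active = compounds whose signal lies at least 3.5 SD above the mean of all wells on their plate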;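 note: 0% = DMSO-treated cells in low-serum medium and 100% = 10% serum control; some compounds called inactive have numbers as strong as hits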
UBC13 inh – UBC13 polyubiquitin chain formation inhibitors, primary screen, biochemical, TR-FRET, uHTS. inhibition, % at 20 µM. 330,000 compounds, 0.47% hits; in the data active = inhibition above about 45%, passing the limit was not always enough
HKDC1 inhibitor – HKDC1 hexokinase inhibitors, primary screen, biochemical, fluorescence, uHTS | inhibition, % at 20 µM | AID 493160, 2011 | Q2TB90 | 340,000 compounds, 0.16% hits | recombinant HKDC1, G6PDH/diaphorase resazurin coupled fluorescence;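 active = inhibition above about 35% when tested at 20 µM, limit read from the data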;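 note: plate controls were DMSO wells with enzyme for no effect and DMSO wells lacking enzyme for full effect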
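Incubation: 90 min at room temperature in dark / Material: recombinant HKDC1 (HK5) hexokinase enzyme, produced in-house / Quantity: enzyme 5 µg/mL final / Compound: one dose of 20 µM, 1% DMSO / Reagent: glucose and ATP substrates / Buffer or medium: Tris pH 8.0 buffer with MgCl2, Tween-20, BSA, BME / Technique: resorufin fluorescence at 613 nm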
* = called active by the depositor; i = inactive; . = no result given.

Compound | SENP8 block-1 | SENP1 inh | SENP6 inh | SENP7 block | PfG6PD inh | SENP8 block-2 | beta cell repl | UBC13 inh | HKDC1 inhibitor
COc1cc(NC(=O)[C@@H](NC(=O)N2CCn3c2nc2ccccc23)C(C)C)cc(OC)c1 | -3.5 | 0.9 | -5.9 | 12.2 | 17.6 | 9.6 | 6.2 | -5.9 | -5.1
CCOC(=O)N1CCC(=NNC(=O)c2cc3ccccc3cc2O)CC1 | 6.9 | -25.4 | 23.4 | 11.6 | 10.9 | -55.9 | -1.7 | -20.4 | 16.8
Cc1ccc(Cl)cc1NC(=O)c1ccccc1OCC(=O)Nc1ccc(Cl)cc1 | -6.6 | 1.0 | -20.3 | -3.0 | -5.5 | -5.6 | -5.4 | -13.6 | 3.6
CN(C)c1ccc(C=c2c3ccccc3n3c2c2c([n+]3C)CCCC2)cc1 | . | 0.3 | . | . | 13.1 | -103.2 | . | . | 6.8
Cc1ccc([N+](=O)[O-])cc1S(=O)(=O)NCCc1cn2ccccc2n1 | -5.8 | 1.1 | -10.1 | -3.8 | -3.1 | 21.4 | 2.6 | -4.1 | -6.3
Cc1c(C)c2c(c(C)c1O)CCC(C)(C(=O)O)O2 (stereo not drawn) | -5.1 | 2.6 | -4.5 | -14.7 | 33.4 | 8.2 | -1.7 | -36.3 | 9.6
CCN(CC)C(=O)Cn1c(=O)n(C)c2ccccc21 | 2.7 | -0.7 | -7.0 | -0.1 | -5.0 | 13.1 | -0.7 | 7.9 | -2.4
COc1ccc(CCNC(=O)C(=O)NCC2OCCCN2S(=O)(=O)c2cc(C)ccc2C)cc1 (stereo not drawn) | 4.4 | -0.8 | 1.7 | -3.5 | 2.0 | 0.8 | -1.5 | -2.2 | -1.4
CC(=O)Nc1ccc(Nc2ccc3c4c(cc(=O)n3C)-c3ccccc3C(=O)c24)cc1 | 13.2 | 10.4 | 36.7 | 9.4 | 3.9 | 21.0 | -4.2 | -17.2 | 3.8
CN(C)CCN1C(=O)C(=O)/C(=C(/O)c2ccccc2)C1c1ccccc1F (stereo not drawn) | 2.9 | 1.0 | -8.5 | 5.1 | -3.2 | 8.3 | -4.3 | -6.4 | -5.5
CCOP(=O)(c1ccccc1)C(O)c1ccc([N+](=O)[O-])cc1 (stereo not drawn) | 1.6 | 3.7 | -5.1 | -0.9 | -4.6 | 10.1 | -3.1 | 1.0 | 2.5
CCNc1[nH]c(=O)n(C)c(=O)c1N=O | 4.2 | -63.0 | -11.4 | 6.7 | 0.0 | 7.5 | 0.6 | -12.6 | -4.7
Cc1ccc(-c2cc(=O)c3ccc(Cl)cc3[nH]2)cc1 | 5.6 | 1.4 | 0.7 | 8.8 | 3.9 | 10.9 | 3.8 | -2.4 | 4.4
COc1ccc(CCNC(=O)CCC(=O)NC2CCCCC2)cc1OC | -5.7 | -2.5 | 6.9 | 5.0 | -0.8 | 7.8 | -1.4 | -3.8 | -2.9
CCOc1ccc(-c2cc(CCCC(=O)NCCc3ccccc3)no2)cc1 | -4.7 | 0.9 | -16.7 | -13.1 | -7.8 | 24.3 | -2.7 | 0.8 | -6.3
CCSc1nnc(NC(=O)[C@@H](NC(=O)c2ccccc2F)C(C)C)s1 | -1.8 | 1.4 | -11.7 | 0.7 | 50.7 | 1.8 | -2.6 | 3.0 | -4.7
O=C(O)c1ccccc1C(=O)OCCc1cc2ccccc2c(=O)o1 | 14.0 | 0.6 | 7.8 | 3.8 | -1.0 | -7.7 | 0.8 | -6.8 | -7.1
Cc1ccc(OCc2cc(C(=O)NC3CCOC3)no2)cc1C (stereo not drawn) | -1.9 | -1.0 | 9.4 | 5.5 | -5.8 | -4.3 | 0.1 | -0.5 | -7.0
CCN(CC#CCC1(O)c2ccccc2-c2ccccc21)CCO | -5.3 | -1.1 | -15.9 | -7.0 | 15.9 | 7.6 | -1.1 | -4.1 | -4.2
CCOc1ccc(CCNC(=O)CSc2nnnn2C)cc1OCC | -1.8 | 1.4 | 21.4 | 2.4 | 14.6 | 1.9 | -3.6 | 3.8 | -5.3
CCCCNC(=O)c1ccc(CS(=O)(=O)Cc2ccccc2F)o1 | 1.8 | 0.5 | 1.2 | 5.5 | -2.2 | 15.9 | -1.1 | 6.6 | -4.3
O=c1c2ccccc2nc(SCc2nnc(-c3ccccc3Br)o2)n1-c1ccccc1 | -1.8 | 0.6 | -3.7 | -1.5 | 5.0 | 3.9 | -0.8 | 12.4 | -5.3
c1ccc(CN=C(NCc2ccccc2)NCc2ccccc2)cc1 | . | 0.3 | . | . | 1.0 | 1.4 | . | . | -3.7
CC1CCCC(NC(=O)COC(=O)c2cc(=O)[nH]c3ccccc23)C1C (stereo not drawn) | -6.2 | 3.0 | -17.4 | 6.8 | -4.8 | -278.7 | 1.2 | -0.9 | -1.9
CCOc1c(Cl)cc(CNC(C)(C)CC(C)(C)C)cc1OC | 1.1 | 1.7 | 5.0 | -0.8 | -5.2 | 16.3 | -1.9 | 11.4 | -10.1
COCCN1CC(C(=O)NCc2ncccc2C)CCC1=O (stereo not drawn) | 2.0 | 1.6 | 6.5 | -4.5 | 4.6 | 8.8 | -4.6 | -0.1 | -0.6
O=C(CN(C1CCCCC1)S(=O)(=O)c1ccccc1)NCc1cccnc1 | 5.1 | 1.0 | 4.7 | 10.9 | 5.3 | 5.7 | -2.8 | 2.4 | -6.4
Oc1cc(-c2ccc(N3CCCCC3)nc2)cc2cccnc12 | -2.2 | -1.3 | 29.3 | 45.5 | -13.2 | i | -5.5 | -35.6 | -17.9
Cc1cc(C)c(S(=O)(=O)N2CCCC(C(=O)NC3CCCC3)C2)c(C)c1 (stereo not drawn) | -1.5 | 0.1 | -10.5 | 1.9 | 0.8 | 5.9 | -0.8 | 8.2 | 1.2
CCOC(=O)C1CCCN(Cc2ccccc2C)C1 (stereo not drawn) | -5.6 | -0.8 | -3.0 | -7.5 | 3.9 | 11.2 | -0.7 | -7.7 | -7.6

An excerpt from above in order of their number in SENP7 block, highest first.
SMILES | SENP1 inh | SENP6 inh | SENP7 block | PfG6PD inh | UBC13 inh | HKDC1 inhibitor
O=C(CN(C1CCCCC1)S(=O)(=O)c1ccccc1)NCc1cccnc1 | 1.0 | 4.7 | 10.9 | 5.3 | 2.4 | -6.4
CCN(CC#CCC1(O)c2ccccc2-c2ccccc21)CCO | -1.1 | -15.9 | -7.0 | 15.9 | -4.1 | -4.2
Cc1c(C)c2c(c(C)c1O)CCC(C)(C(=O)O)O2 (stereo not drawn) | 2.6 | -4.5 | -14.7 | 33.4 | -36.3 | 9.6

The results go on.
Compound | SENP8 block-1 | SENP1 inh | SENP6 inh | SENP7 block | PfG6PD inh | SENP8 block-2 | beta cell repl | UBC13 inh | HKDC1 inhibitor
O=C(Cc1ccccc1)N[C@@H](Cc1ccccc1)c1nc2ccccc2[nH]1 | 3.8 | 1.4 | 5.0 | 0.5 | 19.9 | 20.1 | -4.8 | 0.9 | 5.8
Cc1ccc(CNC(=O)C2CCC(=O)N(CC3CCCCC3)C2)o1 (stereo not drawn) | 5.4 | -0.1 | 3.4 | 2.5 | 6.3 | 6.6 | -0.5 | 1.6 | -2.7
CCCC(CCC)C(=O)Nc1ccc2c(c1)N(C(=O)CCN1CCN(C)CC1)c1ccccc1CC2 | -7.8 | -4.4 | -27.0 | -1.5 | -6.3 | -18.1 | -3.9 | 17.0 | 7.4
O/N=C1/CC/C(=N\O)c2nn(-c3ccccc3)nc21 | -2.0 | 1.2 | 37.3 | 31.3 | 17.1 | 14.5 | -0.3 | 2.4 | -2.7
COc1ccc(CC(=O)N(C)CC(=O)Nc2ccccc2SC)cc1 | 0.5 | 2.2 | -17.6 | -2.7 | 15.6 | 1.8 | 0.0 | -0.4 | -5.8
Cc1cccc(NC(=O)c2ccc(-c3ccccc3[N+](=O)[O-])o2)c1 | -4.7 | -3.7 | -2.2 | -6.5 | 18.4 | -10.4 | -1.1 | -11.6 | 1.2
O=C(O)c1ccc(CNCc2cccc(Oc3ccccc3)c2)cc1 | -5.4 | 0.5 | 16.0 | 6.0 | -31.9 | 15.5 | 1.8 | -2.1 | -3.8
CCn1cc(C(=O)OC)c(=O)c2ccc(C)nc21 | -8.8 | 3.2 | -9.0 | -18.5 | 4.5 | 10.6 | 0.8 | -6.5 | -5.3
COc1ccc(CNC(=O)c2cc(C3CC3)nc3c2cnn3C(C)C)cc1 | -11.7 | -1.2 | -1.9 | -10.7 | 6.5 | -295.3 | -6.2 | -3.6 | -3.2
COc1ccc(N2C(=O)CC(N3CCN(S(=O)(=O)c4c(F)cccc4F)CC3)C2=O)cc1OC (stereo not drawn) | 4.0 | -1.5 | 0.5 | 2.6 | 6.4 | 9.0 | -2.1 | 3.1 | -2.0
CN1CCc2c(C#N)c(N3CCCCC3)nc(NCc3ccccc3)c2C1 | -5.8 | -24.1 | 8.5 | 3.0 | 2.9 | -319.6 | -5.9 | 19.9 | 12.4
Cc1ccc(C(=O)NCCSc2ccc(Cl)cc2)cc1S(=O)(=O)Nc1ccccc1 | 10.7 | 2.2 | 15.8 | -0.2 | -6.4 | 4.2 | -4.7 | -3.1 | 8.5
CC1CC(=O)N(c2ccc(NCCc3ccc(O)cc3)c([N+](=O)[O-])c2)C1=O (stereo not drawn) | -1.7 | 4.0 | 10.4 | -7.4 | -7.7 | 42.4* | -1.8 | -64.8 | 0.2
Cn1cc(/C=C(\C#N)C(=O)Nc2ncc(Cc3cccc(Cl)c3)s2)c2ccccc21 | -1.8 | . | -2.5 | 0.8 | . | . | 0.0 | -23.6 | .
CCOc1cc(C)c(S(=O)(=O)Nc2ccc(Cl)cn2)cc1C | -1.4 | 2.8 | 11.2 | 9.0 | -23.9 | 9.8 | -0.7 | 4.5 | 1.4
CN(C)/C=N/C1=C(C#N)C(c2ccc(Br)cc2)c2ccc3ccccc3c2O1 (stereo not drawn) | 1.5 | -37.9 | 18.3 | 4.5 | 7.0 | -161.7 | -5.5 | -4.6 | 7.5
CC1(C)C2CCC1(C)C(OC(=O)c1ccccc1C(=O)O)C2 (stereo not drawn) | -0.6 | 0.4 | -0.4 | 9.8 | -14.8 | 26.3 | -3.4 | -5.4 | -7.6
COc1ccc(C(=O)Nc2cccc(C(=O)N3CCCCC3)c2)cc1 | 1.5 | 2.2 | -10.6 | 2.7 | -13.1 | 2.4 | -4.3 | -3.0 | 4.2
CC(C)(COC(=O)C(c1ccccc1)c1ccccc1)CN1CCOCC1 | . | 1.1 | . | . | 0.1 | 17.7 | . | . | -3.9

High-throughput results: PubChem, Sanford-Burnham Center for Chemical Genomics
